# GALK inh – inhibitors of human galactokinase (GALK); P51570; recombinant GALK, Kinase-Glo ATP luminescence, 1 h; Potency, µM (highest dose often 57.5 µM), for the others: top-dose activity, negative = inhibition, hits mostly inhibitors; 44,000 tested, under 10 active;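 also: plate controls were full GALK reaction for no effect and reaction lacking GALK for full effect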
#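 Luminescent ATP-depletion readout (Kinase-Glo Plus) after 1 h room-temperature incubation of human GALK (5 nM) with galactose 100 µM and ATP 35 µM, pH 8.0 HEPES/Mg2+ buffer; compounds tested in qHTS format.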
# p53null 32C tox – p53 null cell cytotoxicity, permissive temperature; AID 903; Potency, µM (top dose mostly 46.1 µM), for inactives: top-dose activity change, negative = cytotoxicity, usual class: cytotoxic; hit rate 0.62% among 55,000; H1299-neo p53 null cells, ATP luminescence, 24 h, 32C;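 also: potency is read from the fitted curve at half-maximal effect; 0% = DMSO only and -100% = full killing by 100 µM tamoxifen; nearly all actives have a fitted effect of over 55% in size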
#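 Cytotoxicity: H1299-neo (no p53), 32C, 24 h treatment. Concentrations up to 46 uM. Readout cellular ATP, luminescence. Normalization to DMSO basal and tamoxifen 100 uM maximal kill.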
# FH mod – Identification of activators of human fumarate hydratase by quantitative high-throughput screening; FH coupled MDH/diaphorase resazurin fluorescence, 15 min; Potency, µM (top dose mostly 79.9 µM), inactives show top-dose activity change, negative = inhibition, usual class: inhibitors; hit rate 0.22% among 54,000; AID 1347055, 2019; also: potency is read from the fitted curve at half-maximal effect; % is scaled to controls: 0 for no effect and ±100 for the full control effect; the screen sought activators but most active calls are inhibition curves; nearly all actives have a fitted effect of over 45% in size
# Target sequence (P07954 whole entry, looked up): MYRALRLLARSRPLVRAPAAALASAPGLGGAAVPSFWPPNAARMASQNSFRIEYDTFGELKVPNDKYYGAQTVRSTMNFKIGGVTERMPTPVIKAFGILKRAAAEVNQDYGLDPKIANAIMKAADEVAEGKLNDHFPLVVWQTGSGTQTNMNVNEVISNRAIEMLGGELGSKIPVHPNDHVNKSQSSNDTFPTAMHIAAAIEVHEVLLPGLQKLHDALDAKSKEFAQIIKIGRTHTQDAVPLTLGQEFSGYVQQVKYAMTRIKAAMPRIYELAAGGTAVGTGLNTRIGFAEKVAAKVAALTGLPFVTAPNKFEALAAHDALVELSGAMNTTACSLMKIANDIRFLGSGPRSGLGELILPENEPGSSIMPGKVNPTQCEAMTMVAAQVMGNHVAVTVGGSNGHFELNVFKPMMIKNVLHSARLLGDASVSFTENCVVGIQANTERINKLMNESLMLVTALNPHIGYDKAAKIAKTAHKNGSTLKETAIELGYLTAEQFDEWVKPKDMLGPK
# PTAP-TSG101 blk – TSG101-PTAP interaction inhibition, HIV-1 budding | Potency, µM (series often up to 115 µM), without a hit: at the top dose activity change, negative = inhibition, most hits filed as inhibitors | Q99816 | Fluorescence polarization, FITC-PTAP peptide/Tsg101, 20 min | AID 1347069 | 44,000 tested, under 10 active; also: potency is read from the fitted curve at half-maximal effect; 0% is about no effect
#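 FITC-labeled PTAP peptide (50 nM final) binding to Tsg101 binding domain (10 uM final) read by fluorescence polarization after 20 min at r.t. in HEPES pH 7.5 buffer. Actives by CRC class, <25 µM.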
# p53null 39C tox – selectivity test: cytotoxicity in p53 null cells, nonpermissive temperature; H1299 p53-null (neo) cells, 39C, ATPlite viability, 24 h; Potency, µM (highest dose often 46.1 µM), for the others: top-dose activity, negative = cell killing, most hits filed as cytotoxic; hit rate 0.97% among 55,000;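 also: potency is read from the fitted curve at half-maximal effect; 0% = DMSO only and -100% = full killing by 100 µM tamoxifen; nearly all actives have a fitted effect of over 50% in size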
#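 ATP-luminescence viability readout (ATPlite, 20 min RT) after 24 hr compound treatment at 39C of H1299-neo or H1299-p53A138V cells; titration up to 46 uM; normalized to DMSO and 100 uM tamoxifen; Hill-fit AC50.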
# NTMT1 inh – blocks human N-terminal methyltransferase 1 activity; Q9BV86; NTMT1 MTase-Glo SAH luminescence, purified enzyme; Potency, µM (top dose mostly 114 µM), inactives show at the highest dose activity change, negative = inhibition, actives largely listed as inhibitors; hit rate 2.5% among 59,000; AID 1645870;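 also: potency is read from the fitted curve at half-maximal effect; plate controls were DMSO vehicle for no effect and no enzyme for full effect; nearly all actives have a fitted effect of over 65% in size; many of its hits are not listed in these tables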
# Target sequence (Q9BV86 whole entry, looked up): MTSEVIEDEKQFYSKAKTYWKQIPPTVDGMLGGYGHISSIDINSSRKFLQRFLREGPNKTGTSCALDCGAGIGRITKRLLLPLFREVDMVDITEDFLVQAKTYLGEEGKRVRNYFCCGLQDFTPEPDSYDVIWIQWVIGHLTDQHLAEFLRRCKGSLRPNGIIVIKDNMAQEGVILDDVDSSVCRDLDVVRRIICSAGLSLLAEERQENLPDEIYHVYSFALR
# B2AR arrestin ag – agonists recruiting beta-arrestin to human beta2-adrenergic receptor. HTLA Tango cells, beta-arrestin recruitment, luciferase luminescence, 18 h. Potency, µM (titrated, usually from 46.1 µM), without a hit: at the highest dose activation, most hits filed as activators. P07550. 44,000 tested, under 10 active;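 also: potency is read from the fitted curve at half-maximal effect; 0% = DMSO and full agonism = EC100 isoproterenol or metaproterenol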
#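 Receptor–beta-arrestin recruitment read by tTA-responsive luciferase: compound titrations (up to 46 µM) incubated 18 h with Tango cells, then luminescent substrate 15 min at room temperature. Concentration-response fits classified by r2, efficacy and activity.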
# * hit, by the source's call; ? = inconclusive; . = not tested or not shown; [ ] = dose if it differs, or a comment. Calls follow the shape of the dose curve; as a rule, active = well fitted curve in the direction sought with a large enough effect; inconclusive = small, poorly fitted or top-dose-only effect, or another doubt; inactive = no such curve, though single readings can be large; an effect the other way counts as inactive or inconclusive. A portion of the library; count on the stated rates, not on these rows.
# Each structure is followed by: FH mod	p53null 32C tox	PTAP-TSG101 blk	GALK inh	NTMT1 inh	p53null 39C tox	B2AR arrestin ag
Cc1cc2ccccc2n2c(SCC(=O)Nc3cccc(C(F)(F)F)c3)nnc12
  3%	-8%	0%	-2%	-5%	-6%	-2%
O=C(Nc1cc(Cl)cc(Cl)c1)c1cc(S(=O)(=O)N2CCc3ccccc3C2)ccc1F
  ?	-5%	-1%	-1%	3%	-6%	-1%
CCCCN(C)CCNC(=O)c1ccc2c(=O)n(CCc3ccccc3)c(=O)[nH]c2c1
  -23%	3%	0%	-3%	2%	6%	0%
Cc1ccc(-n2ncc(C(=O)N3CCCCC3)c2C2CCN(C(=O)OC(C)(C)C)CC2)c(C)c1
  -1%	4%	-4%	0%	6%	0%	-1%
COc1ccc2c(c1)c(CC(=O)Nc1ccc(C(C)=O)cc1)c(C)n2C(=O)c1ccc(Cl)cc1
  -26%	21%	-5%	-1%	-5%	10%	1%
COc1cc(/C=C(\C#N)c2nc3ccccc3c(=O)[nH]2)cc(OC)c1OC
  -3%	1%	4%	0%	5%	-7%	-1%
Cc1ccc(NC(=O)Cn2nnc(C(=O)NCCc3ccccc3)c2N)cc1
  5%	6%	-6%	1%	-12%	-16%	1%
Cc1ccc(C)c(Nc2nn3c(=O)c4ccc(C(=O)N(C)Cc5ccccc5)cc4nc3s2)c1
  -13%	20%	1%	-1%	-6%	15%	1%
COc1ccccc1Cc1nc2ccccc2nc1SCC(=O)NCc1ccccc1Cl
  -1%	-7%	0%	3%	0%	0%	0%
Cc1cc(-c2nc3ncccc3o2)ccc1NC(=O)c1ccc(Cl)cc1
  -9%	7%	1%	7%	15%	-25%	1%
COc1ccc(/C=C/C(=O)Nc2nc3n(n2)C(c2ccc(F)cc2)C=C(c2ccccc2)N3)cc1 (configuration not stated)
  -3%	4%	-7%	1%	19%	12%	-2%
CC(=O)c1ccc(N2CCN(c3ncnc4c3cnn4-c3cc(Cl)ccc3C)CC2)cc1
  -15%	0%	18%	-1%	21%	10%	0%
Cc1ccccc1CNC(=O)Cn1cc2c(n1)-c1c(oc(C(=O)N3CCCC3)c1C)CC2
  -8%	6%	-8%	0%	-18%	-18%	4%
Cc1ccc(Cl)cc1N1CCN(C(=O)C2CCN(Cc3nc(-c4ccc(Cl)cc4)oc3C)CC2)CC1
  ?	-5%	-4%	-1%	1%	-1%	1%
COc1cc(OC)cc(C(=O)N2CCN(C(=O)COc3ccc(C)cc3)CC2)c1
  -1%	-19%	0%	0%	16%	2%	1%
CCCNC(=O)c1cnn(-c2ccc(C)c(C)c2)c1C1CCN(C(=O)OC(C)(C)C)CC1
  -11%	6%	-8%	-2%	-7%	-1%	2%
COc1ccc(CNC(=O)CCn2cccn2)cc1
  1%	-4%	-1%	-4%	3%	-3%	1%
CCOc1ccc(-n2c(SCC(=O)NCC3CCCO3)nc3c([nH]c4ccccc43)c2=O)cc1 (configuration not stated)
  5%	6%	-2%	-2%	11%	60%[activator]	-1%
O=C(NCCc1ccccc1)c1ccc2c(c1)CCN2S(=O)(=O)c1ccc(Cl)cc1
  -18%	15%	0%	-2%	0%	0%	-2%
CC1CCc2c(cc(-c3ccccc3)n2-c2ccc(C(=O)NC(C)C)cc2)C1 (configuration not stated)
  -27%	50%[activator]	-3%	2%	1%	-23%	3%
Cn1cnc(S(=O)(=O)N2CCCC(C(=O)NCc3ccccc3Cl)C2)c1 (configuration not stated)
  -15%	-6%	0%	4%	8%	-3%	1%
Cc1ccccc1C(=O)Nc1cccc(C(=O)OCc2cc(=O)n3c4c(sc3n2)CCCC4)c1
  -8%	9%	0%	-3%	-8%	-3%	1%
CC(=O)c1cccc(NS(=O)(=O)c2ccc3c(c2)NC(=O)CC(=O)N3)c1
  2%	-7%	-2%	-3%	4%	13%	1%
CCCNC(=O)c1cnn2c(C)c(Cc3c(C)cc(C)cc3C)c(C)nc12
  -13%	21%	-3%	2%	5%	7%	1%
CCOC(=O)c1ccc(NC(=O)CC2C(=O)N(c3ccc(F)cc3)C(=O)N2Cc2cccnc2)cc1 (configuration not stated)
  .	-6%	-3%	4%	.	7%	2%
Cc1ccc(NC(=O)CCNS(=O)(=O)c2cccs2)cc1F
  -8%	7%	6%	0%	18%	13%	1%
CCOC(=O)c1[nH]c2ccccc2c1NC(=O)c1ccc(OC)c(OC)c1
  -9%	-6%	2%	-2%	-5%	-5%	-1%
CCCCCn1c(-c2ccc(OC)c(OC)c2)nc2ccccc21
  -22%	7%	-12%	2%	-12%	?	-2%
CCOC(=O)c1c(C)c(-c2ccccc2)n(CC(=O)Nc2ccc(OCC)cc2)c1C
  2%	-12%	2%	-3%	3%	-31%	0%
COc1cc(OC)c(NC(=O)C(NS(=O)(=O)c2cccc3nsnc23)c2ccccc2)cc1Cl (configuration not stated)
  ?	8%	-10%	1%	4%	15%	0%
Cc1ccc(-c2nc(SCC(=O)N3CCc4ccccc43)c3c(=O)n(C)c(=O)n(C)c3n2)cc1
  -1%	-5%	-3%	-8%	18%	-3%	0%
Cc1ccccc1NC(=O)CSCn1nnc2c(=O)[nH]c(Cc3ccc(F)cc3)nc21
  -3%	-2%	-2%	-2%	4%	-1%	1%
O=C(Nc1cccc(C(=O)OCc2cc(=O)n3nc(C4CC4)sc3n2)c1)c1cccc(F)c1
  3%	-9%	-5%	0%	-4%	29%	1%
Cc1c(C)n(Cc2ccccc2)c2ccc(C(=O)NCCc3ccccc3Cl)cc12
  -8%	8%	0%	-2%	12%	7%	2%
COc1cccc(-c2nc(C(N)=O)c3c(n2)n(-c2ccc4c(c2)OCO4)c(=O)n3C)c1OC
  0%	1%	-4%	-3%	?	5%	0%
CCN(C(=O)c1cc2c(s1)-c1ccccc1OC2)c1cc(Cl)ccc1OC
  -29%	14%	-3%	2%	0%	40%[activator]	-1%
Cc1ccc(CSCC(=O)N2CCN(c3cc(Cl)ccc3C)CC2)cc1
  -14%	16%	-1%	-6%	16%	5%	0%
CC(C)c1ccc(NC(=O)c2ccc3oc(=O)c(S(=O)(=O)c4ccc(F)cc4)cc3c2)cc1
  -3%	2%	0%	0%	-2%	?	-2%
CCOc1ccccc1NC(=O)c1nnn(CC(=O)Nc2ccc(OC)c(OC)c2)c1N
  -6%	-4%	2%	-2%	-8%	-19%	0%
COc1ccc(OCC(=O)Nc2cccc(C(=O)OCc3cc(=O)n4nc(C)sc4n3)c2)cc1
  5%	?	5%	1%	50µM*	-1%	0%
Cc1cc(C)cc(N2C(=O)CC(c3ccc(C(F)(F)F)cc3)C3=C2COC3=O)c1 (configuration not stated)
  10%	-8%	1%	-1%	2%	-9%	0%
CCOc1cccc(CNCCNC(=O)c2nonc2N)c1
  5%	5%	-4%	2%	-20%	-13%	1%
CCOC(=O)C1CCCN(C(=O)c2ccc3c(c2)N(Cc2cccc(Cl)c2)C(=O)c2ccccc2S3(=O)=O)C1 (configuration not stated)
  -15%	-12%	-8%	3%	5%	23%	0%
Cc1ccc(C)c(CN2CCCN(Cc3ccc(F)cc3)S2(=O)=O)c1
  -5%	-6%	-1%	0%	-3%	-1%	0%
COc1ccc(CNC(=O)c2cnc3sc(N4CCCC4)nn3c2=O)cc1OC
  0%	-9%	-2%	-2%	4%	-6%	-1%
COc1cc(NC(=O)c2nc3ccccc3nc2N2CCCCC2)cc(OC)c1OC
  -11%	-10%	-1%	-6%	0%	?	-2%
CCC(=O)N1CCc2cc(CNC(=O)c3cccc(N(C)C)c3)ccc21
  3%	2%	-4%	-3%	-2%	-2%	-2%
CCN(CC)S(=O)(=O)c1nnc(NC(=O)COc2ccc(C)cc2)s1
  1%	6%	-4%	-3%	19%	-8%	0%
COc1cccc(NC(=O)c2ccc(CNS(=O)(=O)c3ccc4c(c3)C(C)(C)C(=O)N4C)cc2)c1
  -16%	1%	1%	-5%	?	-25%	0%
Cc1ccc2nc(COc3ccccc3NC(=O)C(C)(C)C)cc(=O)n2c1
  6%	-5%	2%	-10%	15%	?	0%
COc1ccc(CNC(=O)c2cc3c(s2)-c2ccccc2OC3)cc1
  -2%	-1%	-4%	0%	?	-11%	1%
Cc1ccc(OCC(=O)Nc2ccc(C(=O)OCc3cc(=O)n4ccsc4n3)cc2)cc1C
  -7%	-19%	-7%	-1%	11%	-11%	0%
CCN(c1ccccc1C)S(=O)(=O)c1nnc(NC(=O)c2ccccc2C)s1
  -1%	-1%	-3%	2%	26%	-21%	0%
COc1ccc(-c2cn3c(n2)sc2cc(C(=O)Nc4ccc(F)cc4Cl)ccc23)cc1
  ?	?	5%	11%	-11%	?	1%
CCOc1ccccc1NC(=O)Nc1cc2c(cc1N1CCCCC1)n(CC)c(=O)n2CC
  ?	7%	-6%	4%	7%	28%	0%
CCn1c2ccccc2c2cc(CN3CCN(Cc4ccccc4Cl)CC3)ccc21
  -20%	-8%	1%	2%	-1%	-1%	1%
COCCCNC(=O)c1ccc(C)c(-n2c(C)nc3cccnc32)c1
  1%	0%	0%	2%	12%	-4%	-1%
O=C(CCc1ccccc1)NCc1ccc2c(c1)CCN2C(=O)c1ccccc1
  4%	-4%	-3%	0%	0%	0%	-1%
CCc1nn(CC(=O)NCCCN2CCN(CC)CC2)c(=O)c2cc3occc3n12
  -5%	-2%	0%	4%	2%	-12%	-1%
COc1cc(OC)c(NC(=O)N2CCN3CCCCC3C2)cc1Cl (configuration not stated)
  9%	-4%	-1%	0%	13%	5%	2%
CCCSc1ncc(Cl)c(C(=O)Nc2ccc(S(=O)(=O)Nc3ncccn3)cc2)n1
  -10%	-5%	-1%	9%	2%	-6%	-2%
CCOC(=O)C(C)NC(=O)C1CCN(c2ncnc3c2nc2n3CCCCC2)CC1 (configuration not stated)
  4%	1%	-1%	3%	9%	-5%	0%
COc1ccccc1CNC(=O)c1ccc(Cn2c(SCc3ccccc3)nc3cccnc32)cc1
  -19%	4%	0%	-1%	-6%	3%	2%

# Record cards, as listed above.
# Results for O=C(CCc1ccccc1)NCc1ccc2c(c1)CCN2C(=O)c1ccccc1 = FH mod: 4%; p53null 32C tox: -4%; PTAP-TSG101 blk: -3%; GALK inh: 0%; NTMT1 inh: 0%; p53null 39C tox: 0%; B2AR arrestin ag: -1%
# Results for CCOC(=O)C(C)NC(=O)C1CCN(c2ncnc3c2nc2n3CCCCC2)CC1 (configuration not stated) = FH mod: 4%; p53null 32C tox: 1%; PTAP-TSG101 blk: -1%; GALK inh: 3%; NTMT1 inh: 9%; p53null 39C tox: -5%; B2AR arrestin ag: 0%
